# Source: PubChem
# STEP inh – STEP (human) phosphatase inhibition. AID 588621. inhibition, % at 20 µM. P54829. recombinant STEP, OMFP fluorogenic substrate, fluorescence. 0.25% of 360,000 active;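 active means inhibition at 20 µM, scaled per plate between control wells, above about 37%, limit read from the data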;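 further: 0% = DMSO with enzyme and substrate and 100% = substrate only without enzyme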
#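 Material: STEP (striatal-enriched tyrosine phosphatase) enzyme, cell-free | Medium: 50 mM Bis-Tris pH 6.0 with 2.5 mM DTT and 0.005% Tween 20 | Read-out: Percent inhibition scaled to no-enzyme and uninhibited-enzyme controls, plate-pattern corrected | Signal: Fluorescence read at 480 nm ex / 540 nm em | Times: 20 min reaction, room temperature, in the dark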
# TbMetRS inhib – Trypanosoma brucei MetRS inhibition | purified T. brucei MetRS, ATP depletion, Kinase-Glo luminescence | inhibition, % at 11.9 µM | 0.4% of 360,000 active | AID 624268;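 active means inhibition above a per-plate cutoff of the control wells' mean inhibition plus 3 SD, cut at about 5.5% in these data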;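 further: 0% = DMSO wells median and 100% = median of wells with control inhibitor compound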
#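 technique = Kinase-Glo luminescence, ATP depletion format | system = purified MetRS (methionyl-tRNA synthetase) enzyme from Trypanosoma brucei | timing = 15 min preincubation, 2 h reaction, all 25 °C | evaluation = percent inhibition versus plate control medians | dosing = single dose, 11.9 µM final nominal, 0.9% final DMSO | also added = substrates ATP, L-methionine and bulk Escherichia coli tRNA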
# Rpn11 inh – inhibitors of human proteasome Rpn11; O00487; human 26S proteasome, Ub4-pepOG fluorescence polarization; 20S core pre-blocked with epoxomicin; calls only at 20 µM; 0.59% of 360,000 active;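 active means inhibition at 20 µM, scaled to each plate's controls, above about 33%, limit read from the data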
# DNMT1 inh – blocks human DNA methyltransferase DNMT1. AID 588458. 0.83% of 360,000 active. inhibition (reported as % activation of signal), % at 10 µM. P26358. DNMT1 molecular beacon, Hinp1I cleavage, fluorescence; in the data active means inhibition above about 50%
# Scp-1 inhibitor – blocks human Scp-1 phosphatase activity. 0.88% of 340,000 active. Recombinant Scp1, phosphopeptide, malachite green phosphate absorbance. AID 493091. inhibition, % at 20 µM;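 active means inhibition above about 50% at 20 µM, limit read from the data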;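 further: plate controls were DMSO wells with enzyme for no effect and wells lacking enzyme for full effect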
# Target sequence (Q9GZU7 76-261 limits assumed): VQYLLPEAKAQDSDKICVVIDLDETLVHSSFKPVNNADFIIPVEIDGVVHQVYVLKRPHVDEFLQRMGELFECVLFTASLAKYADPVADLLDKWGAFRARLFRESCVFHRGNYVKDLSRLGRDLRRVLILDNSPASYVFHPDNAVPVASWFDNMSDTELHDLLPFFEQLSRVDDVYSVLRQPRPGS
#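 Test system: SCP-1 phosphatase catalytic domain, residues 76-261; measured by: colorimetric phosphate reagent with accelerator and stabiliser, absorbance at 630 nm; timing: enzyme reaction 45 min at room temperature, colour 5 min, stabilisation 30 min; also added: Phosphorylated 17-residue peptide substrate; compound dosing: one concentration, 20 µM, with 1.0% DMSO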
# NadD inh – blocks S. aureus nicotinate mononucleotide adenylyltransferase; purified NadD enzyme, colorimetric absorbance read-out; AID 602399; inhibition, % at 20 µM; 0.78% of 360,000 active; in the data active means inhibition above about 26%; further: some compounds past the cut are filed as inactive
# SUMO1-SIM PPI – SUMO1-SIM interaction modulation. P63165. SUMO1 binding to a labelled peptide, TR-FRET, 1 h. inhibition, % at 20 µM. 0.33% of 360,000 active; in the data active means inhibition above about 37%
# Target sequence (P63165 whole entry, looked up): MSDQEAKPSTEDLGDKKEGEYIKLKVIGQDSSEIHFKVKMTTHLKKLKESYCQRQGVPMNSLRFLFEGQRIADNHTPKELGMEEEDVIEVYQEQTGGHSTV
# CSN inh – blocks human CSN-mediated cullin deneddylation; Q92905; Purified CSN, SCF-Nedd8-OG deneddylation, fluorescence polarization; inhibition, % at 12.5 µM; 0.38% of 360,000 active; AID 651999;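 active means pattern-corrected inhibition above about 35%, with an unprinted fluorescence ratio check between 0.5 and 1.5, limit read from the data, passing the limit was not always enough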;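 further: 0% = enzyme with substrate and 100% = substrate without enzyme; some results filed as inactive read as strong as hits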
# Target sequence (Q92905 whole entry, looked up, one chain of several): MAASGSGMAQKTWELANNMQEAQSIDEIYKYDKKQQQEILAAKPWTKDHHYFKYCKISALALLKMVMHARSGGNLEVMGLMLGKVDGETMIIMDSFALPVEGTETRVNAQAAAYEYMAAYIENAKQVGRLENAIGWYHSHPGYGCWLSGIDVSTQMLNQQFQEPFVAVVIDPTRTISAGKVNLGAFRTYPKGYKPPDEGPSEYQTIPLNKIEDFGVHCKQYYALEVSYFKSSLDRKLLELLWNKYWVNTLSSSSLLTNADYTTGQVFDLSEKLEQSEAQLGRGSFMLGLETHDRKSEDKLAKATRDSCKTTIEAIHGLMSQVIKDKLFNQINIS
#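 Test system: Human Csn5 produced in HEK293T cells | Compound: 12.5 µM single point | Times: 90 min, room temperature | Signal: Fluorescence polarization readout | Read-out basis: % inhibition of substrate cleavage by Csn5 | Controls: no-enzyme wells high, enzyme-with-substrate wells low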
# MsrA inhibitor – bovine MsrA inhibition | purified bovine MsrA, absorbance read-out | inhibition, % at 15.5 µM | 0.75% of 360,000 active | AID 651718; in the data active means inhibition above about 4.5%;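 further: 0% = vehicle wells with enzyme and 100% = reference inhibitor wells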
# LMPTP inh – blocks human LMPTP phosphatase; P24666; AID 651560; 0.22% of 360,000 active; recombinant LMPTP-A, OMFP fluorogenic substrate, fluorescence intensity; inhibition, % at 20 µM;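 active means compounds that cut the enzyme signal by at least half of the control window in the single-dose screen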;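 further: plate controls were DMSO wells with enzyme plus substrate for no effect and substrate without enzyme for full effect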
# Target sequence (P24666 whole entry, looked up): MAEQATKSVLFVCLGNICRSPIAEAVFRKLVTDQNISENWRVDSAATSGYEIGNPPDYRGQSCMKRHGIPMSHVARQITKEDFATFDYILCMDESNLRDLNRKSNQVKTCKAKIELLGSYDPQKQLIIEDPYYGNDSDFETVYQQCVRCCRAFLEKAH
#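 test system = LMPTP-A | amount = 0.625 nM LMPTP-A final | reagent = fluorogenic phosphatase substrate OMFP at 400 µM final | incubation = 50 min at room temperature | benchmarks = no-enzyme low control, uninhibited high control | medium = Bis-Tris pH 6.0, DTT, detergent | signal = fluorescence intensity of OMFP turnover product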
# Numbers without * were called inactive; i = inactive; . = not tested or not shown.
SMILES,STEP inh,TbMetRS inhib,Rpn11 inh,DNMT1 inh,Scp-1 inhibitor,NadD inh,SUMO1-SIM PPI,CSN inh,MsrA inhibitor,LMPTP inh
CCN1C(=O)/C(=C/c2cccs2)N(C)C1=S,-2.2,0.1,i,-0.1,-10.5,-9.8,-12.6,-1.7,-0.3,0.4
CC(C)N(C(=O)NC(=O)Nc1ccc(S(=O)(=O)N2CCCC2)cc1)S(C)(=O)=O,1.0,-0.1,i,-4.4,-7.7,3.0,3.0,4.2,0.6,1.3
CC(=O)Oc1ccc(/C=N/NC(=O)CCSc2ccccc2)cc1,2.5,0.3,i,-1.6,-5.0,-2.9,3.3,-1.6,-1.3,0.1
C=CCOc1ccc(/C=N/NC(=O)c2c(C)nc3ccc(Cl)cn23)cc1,-4.0,-1.0,i,9.3,0.1,-0.9,3.2,0.2,0.6,0.7
CCOCCCNCc1ccc(OCc2ccccc2C)c(OC)c1,-1.6,0.3,i,0.0,0.2,-1.0,2.6,-4.5,-0.6,-0.4
O=S(CC1CC1(Cl)Cl)CC1CC1(Cl)Cl (configuration not stated),-3.1,-0.5,i,7.6,-0.8,0.2,-1.6,-12.6,0.4,-0.7
Cn1c(CNc2ccc(Cl)cc2)nnc1SCC#N,-0.9,-0.1,i,1.0,-3.2,-2.9,3.0,0.7,-1.0,-1.3
CC(=O)c1ccc(NC(=O)Nc2ccc([N+](=O)[O-])cc2)cc1,-0.5,0.6,i,-0.3,-5.1,-4.4,-1.6,3.7,1.4,-1.7
COc1ccc2cnn(Cc3ccccc3)c(=O)c2c1OC,-4.8,0.2,i,0.8,3.6,0.7,1.5,5.4,1.0,-0.3
Cc1ccn2c(CNC(C)c3cn(C)nc3C)c(C(=O)N3CCCCCC3)nc2c1 (configuration not stated),-3.1,0.6,i,1.2,-8.3,-0.3,-2.6,2.2,0.4,-0.2
O=[N+]([O-])c1ccc2nnn(O)c2c1,-0.8,-0.2,i,5.4,7.5,4.7,-18.8,-5.9,-0.2,-1.5
CCn1c(=NC(=O)CN2C(=O)CCC2=O)sc2c(OC)ccc(OC)c21,-3.3,-1.7,i,4.9,9.6,1.6,5.7,1.2,0.1,-0.4
COC(=O)c1ccc(NC(=O)CN(C)S(=O)(=O)c2ccc(OC)c(C)c2)cc1,-2.6,0.1,i,-2.7,-8.4,-0.6,-4.7,0.9,0.0,0.8
Cc1ccnc(N2C(=O)c3ccccc3C2O)c1 (configuration not stated),-0.6,-2.6,i,2.9,-11.2,0.9,-1.0,-2.8,-0.2,0.2
Cc1c(CN(C)C(=O)c2nn(C)cc2[N+](=O)[O-])cnn1C,-2.8,-0.4,i,6.4,-2.4,-0.2,-2.1,-8.1,-0.7,-1.7

# Taken from above.
# CSN inh, O=[N+]([O-])c1ccc2nnn(O)c2c1 reads -5.9
# NadD inh, CC(=O)Oc1ccc(/C=N/NC(=O)CCSc2ccccc2)cc1 reads -2.9

# The listing continues:
SMILES,STEP inh,TbMetRS inhib,Rpn11 inh,DNMT1 inh,Scp-1 inhibitor,NadD inh,SUMO1-SIM PPI,CSN inh,MsrA inhibitor,LMPTP inh
CCOC(=O)C1(CC)NC(c2ccco2)C2C(=O)N(C)C(=O)C21 (configuration not stated),-1.8,0.4,i,-1.9,-6.9,1.0,-1.2,-0.1,0.6,-2.6
CCc1nnc(N/N=C/c2c(F)cccc2Cl)n1N,-3.2,0.8,i,-3.1,-5.7,-3.7,-7.0,-0.1,0.5,-1.7
COc1ccc(C(O)c2ncc(-c3ccccc3)[nH]2)cc1F (configuration not stated),-0.8,-0.3,i,1.4,.,-4.6,4.6,6.5,-1.0,0.0
O=C(C[n+]1cccc(Br)c1)c1cccs1,1.0,-1.2,i,3.1,-5.1,-3.8,-9.2,2.4,0.9,-0.6
Cc1ccccc1-c1nc(NC(C)C)nc2cc(-c3ccccc3)sc12,0.4,-0.3,i,-12.7,.,7.9,-3.0,-1.9,0.4,2.3
COC(=O)c1c(-c2c(Cl)cccc2Cl)noc1C(=O)NN,0.2,0.1,i,-0.6,-10.8,-1.6,8.2,0.1,-1.0,-1.2
Cc1cc(C)c2c(-n3cccc3)nn(C)c2n1,5.6,-0.2,i,-9.7,-1.2,-0.6,0.0,-5.5,-1.1,1.1
CCN(CC)S(=O)(=O)c1ccc(N2CCCC2)c(C(=O)OCC(=O)/C(C#N)=C(\C)N)c1,2.0,0.0,i,1.0,3.8,-1.9,3.9,-1.5,0.4,0.7
COc1ccc(CCN2CNc3c(c(=O)n(C)c(=O)n3C)C2)cc1OC,3.5,0.5,i,-1.5,-4.8,4.4,3.0,1.2,0.3,0.1
Cn1c(N)c(C(=O)COC(=O)CNC(=O)c2ccccc2Cl)c(=O)n(C)c1=O,1.1,-0.2,i,-3.0,1.2,1.0,5.5,0.8,0.1,-1.6
O=C(/C=C/c1ccccc1)NCCc1nc2ccccc2[nH]1,0.1,4.5,i,-2.5,-7.2,4.1,-2.9,-3.3,0.4,0.0
CCCCn1c(N)c(N(CC)C(=O)c2cc3c(s2)CCCCC3)c(=O)[nH]c1=O,0.1,-0.3,i,1.5,-6.8,3.3,4.3,1.9,0.7,-1.6
Cc1occc1C(=O)NNC(=O)c1ccccc1[N+](=O)[O-],0.3,-0.6,i,0.5,-1.8,-1.0,-8.1,-1.0,-1.2,-0.2
Cc1cc(C)cc(NC(=O)CCc2c(C)nn(-c3ccc(N4CCCCC4)nn3)c2C)c1,-1.6,-1.2,i,-1.5,8.6,6.0,-12.9,7.1,0.2,1.0
CCOc1ccc(Nc2cc(=O)oc3ccccc23)cc1,-0.8,-1.4,i,2.6,-1.3,-4.1,-3.1,7.5,0.1,3.9
Nc1cc(N)nc(SCC(=O)N2CCN(S(=O)(=O)c3ccccc3)CC2)n1,8.2,0.5,i,1.2,-2.0,1.8,0.4,-4.0,1.4,-0.9
COc1cc(O)c(C(CC(=O)N2CCCCC2)c2ccc3c(c2)OCO3)c(OC)c1 (configuration not stated),-1.0,0.1,i,3.5,-4.4,-5.6,5.4,-1.5,0.1,-0.7
CCN(CC(=O)NCc1cccs1)S(=O)(=O)c1ccc(C(C)C)cc1,-4.1,-0.3,i,-0.7,-3.4,-3.4,-0.5,-1.4,0.0,0.2
COc1ccc(-c2nnn(-c3cc(Cl)cc(Cl)c3)c2N)cc1,-0.7,0.1,i,-3.6,-13.3,-0.7,4.8,3.1,3.0,-0.1
O=c1c(O)c(-c2cc(O)c(O)c(O)c2)oc2cc(O)cc(O)c12,5.6,5.3,i,23.4,35.1,8.9,-5.0,19.6,4.2,17.6
CN(CC(=O)Nc1ccccc1C(F)(F)F)C(=O)CCc1nc2sc3c(c2c(=O)[nH]1)CCCC3,-1.7,-0.1,i,2.3,-3.6,-2.8,-18.8,10.3,-0.5,0.1
COc1ccc(CCC(=O)Nc2cc(Cl)ccc2OC)cc1,-0.1,-0.5,i,2.0,-5.2,2.3,0.2,0.2,0.8,0.3
CCC(C(=O)NC1CCCCC1)N(CC1CCCO1)C(=O)CNS(=O)(=O)c1ccc(OC)cc1 (configuration not stated),-3.1,-0.4,i,-2.5,-7.5,-3.5,0.7,5.6,0.2,-1.2
CNC(=O)c1ccc(NC(=O)CC23CC4CC(CC(C4)C2)C3)cc1,-1.7,-0.9,i,1.5,8.9,-4.9,-0.4,3.9,0.2,-1.1
CNC(=O)NC(=O)COC(=O)CCCOc1ccc(OC)cc1,0.7,0.2,i,5.3,-1.1,-4.7,0.5,-4.7,1.3,-0.6
CCOc1ccc(NC(=O)COC(=O)c2cc([N+](=O)[O-])ccc2N2CCOCC2)cc1,-2.4,0.0,i,0.2,-4.8,-2.7,-32.8,1.1,1.0,-0.7
CCOC(=O)c1ccc(N=c2sc(C(=O)OC)cc(=O)n2Cc2ccc3c(c2)OCO3)cc1,2.1,0.3,i,-13.2,-14.0,7.0,0.7,6.2,1.9,4.4
COC(=O)c1sccc1NC(=S)N1CC(C)CC(C)C1 (configuration not stated),5.5,-0.8,i,-1.4,-6.0,-0.3,-1.1,3.8,-0.8,1.1
CCc1cccc(C)c1NC(=O)CC(C)(C)CC(=O)O,-1.7,0.5,i,5.2,-3.8,1.2,2.4,-3.2,1.2,-0.7
CCOC(=O)C1CCCN(C(=O)c2cc3c(C)nc4ccccc4c3o2)C1 (configuration not stated),-2.1,-0.3,i,2.5,-2.2,-1.9,0.6,-4.2,-0.1,1.4
CCOc1ccc(N(CC)C(=O)CCS(=O)(=O)c2cccc3nonc23)cc1,-2.1,1.1,i,0.5,-0.8,-7.2,-30.3,4.0,0.1,0.3
CC(C(=O)Nc1ccccc1)C(=O)Nc1ccccc1,-0.1,0.8,i,-1.6,-11.4,6.2,-2.6,-0.1,-1.4,0.9
COc1ccc(NC(=O)COC(=O)CNC(=O)c2cc(OC)c(OC)c(OC)c2)cc1,1.2,0.8,i,-1.8,-10.3,-3.1,-4.9,4.4,0.8,-2.1
Cc1ccc(C)c(N2CC(=O)N(c3cc(C)ccc3C)CC2=O)c1,3.7,0.1,i,-0.8,0.6,-3.9,-1.7,2.4,-0.1,-2.1
COn1c(-c2ccc(Cl)cc2)nc2ccc(Cl)cc21,3.1,-0.8,i,-5.0,-5.2,3.5,0.3,-0.2,0.5,4.4
O=C(CCCOc1ccccc1)N1CCN(S(=O)(=O)c2ccc(Cl)cc2)CC1,1.6,-0.5,i,-3.1,-1.9,-3.7,1.7,1.8,-0.6,0.2
COCCCNC(=O)CSc1nc2ccccc2c(=O)n1CCCC(=O)NCC1CCCO1 (configuration not stated),1.4,-1.1,i,2.8,-7.3,7.9,0.9,-0.2,0.4,-2.1
CC(C)(C)c1ccc(C(=O)Nc2ccc(S(=O)(=O)Nc3cnc4ccccc4n3)cc2)cc1,-0.3,-0.6,i,-9.0,-12.1,20.0,-6.1,0.3,0.3,0.3
